# XiGFP reactiv = activators of inactive X chromosome reactivation, primary screen, imaging, XiGFP fibroblasts, GFP high-content imaging, set 2 | XiGFP mouse fibroblasts, % GFP-positive cells imaging, 3 d; cells co-treated with 5-aza-dC sensitizer; scaled so ellipticine positive control = 100% | activation, % at 7.58 µM | 360,000 tested, 0.055% active;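 active = mean normalized replicate activation at least 10% and every replicate at or above 10%; inconclusive = only one of the two criteria met; inactive = mean below 10% and not all replicates reach 10%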;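 also: 0% = median of on-plate neutral control wells and 100% = ellipticine 6 µM median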
#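 System: 68-5-11 XiGFP fibroblast line | Buffer or medium: DMEM containing 5-aza-dC | Compound: Single point | Times: Compounds 3 days, fix/stain 15 min at room temperature | Benchmarks: Positive control ellipticine, 6 µM final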
# GSIS activator = GLuc luminescence reporter in INS-1E cells, primary screen for activators of glucose-dependent secretion of insulin; activation, % at 16.6 µM; 370,000 tested, 0.61% active; INS-1E GLuc reporter insulin secretion, 2-3 h; AID 743287, 2014;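 active = lowest replicate activation of at least 40%, so every replicate reaches that level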;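 also: 0% = median of neutral control wells and 100% = median of IBMX positive control wells; some compounds called inactive have numbers as strong as hits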
# * marks the source's active call; other numbers are inactive results; ? = inconclusive.
[1] C[C@H]1CC=CCCNC(=O)[C@H](C)N(C)C(=O)c2ccccc2O1 (mixture of isomers)
[2] O=C(Nc1ccc(Cl)cc1)Nc1ccc(N2CCCC2)c(S(=O)(=O)Nc2ccccc2Cl)c1
[3] COc1cc(CNc2nc3ccccc3n2C)cc(OC)c1OC
[4] CC(C)CC#Cc1ccc([C@H]2[C@H](CO)N3C(=O)CN(S(C)(=O)=O)C[C@@H]23)cc1
[5] CC(=O)c1ccccc1NC(=O)COC(=O)CCCN1C(=O)c2cccc3cccc(c23)C1=O
[6] O=C(NC(=S)Nc1ccccc1N1CCCC1)c1ccc(F)cc1
[7] Cc1ccc(C)c(C(=O)COC(=O)c2cccc(N3C(=O)c4c(C)nc5ccccc5c4C3=O)c2)c1
[8] Cc1cccc(OCCNC(=S)NC(=O)c2cccnc2)c1
[9] CC(C)NC(=O)Nc1ccc2c(c1)C(=O)N(C)C[C@@H](C)[C@@H](CN(C)C(=O)NC(C)C)O2
[10] O=C(Nc1cccc(S(=O)(=O)Nc2ccc(Cl)cc2)c1)c1cc2c(s1)CCCC2
Screen / compound no.	1	2	3	4	5	6	7	8	9	10
XiGFP reactiv	0.1	0.5	?	0.8	-0.1	0.0	0.2	0.0	0.1	-0.1
GSIS activator	-1	-27	11	-16	-1	11	-7	-8	11	-21

[11] COC(=O)c1c(NC(=O)/C=C/C(=O)O)sc(C)c1-c1ccc(C)c(C)c1
[12] C[C@@H]1CN([C@@H](C)CO)C(=O)CCCn2nncc2CO[C@H]1CN(C)C(=O)NC1CCCC1
[13] COc1ccc(-c2ccnc(SCC(=O)c3ccc(OC)c(OC)c3)n2)cc1
[14] CCC(=O)Nc1ccccc1C(=O)OC(c1ccccc1)c1ccccc1
[15] COc1cc(CNCc2ccccn2)ccc1OCC(=O)NC1CCCCC1
[16] CC(=O)N(C)C[C@H]1Oc2ccc(NC(=O)NC(C)C)cc2C(=O)N(C)C[C@@H]1C
[17] O=C1N[C@H](Cc2ccccc2)COCc2cnnn2CC[C@H]1Cc1ccc(-c2ccccc2)cc1
[18] O=[N+]([O-])c1cc2c(cc1/C=N/Nc1nc(N3CCCC3)nc(N3CCCC3)n1)OCO2
[19] CCCN1C(=O)c2cccc3c(N4CCCCC4)ccc(c23)C1=O
[20] O=C(COc1ccc(Cl)cc1)Nc1ccc2c(c1)CCC2
Screen / compound no.	11	12	13	14	15	16	17	18	19	20
XiGFP reactiv	0.0	0.3	-0.1	0.3	0.0	0.3	1.0	0.4	0.1	0.1
GSIS activator	-1	14	58	-8	25	16	7	14	-9	-3

[21] Cc1ccc(S(=O)(=O)/N=C2/NC(=O)/C(=C/c3ccc(Br)o3)S2)cc1
[22] O=C(O)CCCC(=O)NNc1ncnc2ccccc12
[23] CC1CCN(C2=NC(=O)/C(=C/c3cn[nH]c3-c3ccccc3)S2)CC1
[24] O=C(CC1CC1)N1CC2(C1)[C@@H](c1ccccc1)[C@@H](CO)N2Cc1ccccn1
[25] COc1ccccc1NC(=O)N1CC(=O)N2[C@@H](CO)[C@H](c3ccc(C#CCC(C)C)cc3)[C@@H]2C1
[26] CCOc1ccccc1N1CCN(C(=S)NCc2ccco2)CC1
[27] CC(C)c1cc(C(=O)N/N=C/C=C/c2ccccc2)n[nH]1
[28] CCOC(=O)c1c(C)[nH]c(C(=O)N/N=C/c2cccc(OC)c2)c1C
[29] C[C@@H]1C(=O)NCCC=CC[C@H](C)Oc2ccccc2C(=O)N1C (mixture of isomers)
[30] O=C(/C=C/c1ccco1)NC(=S)Nc1ccccc1N1CCCC1
Screen / compound no.	21	22	23	24	25	26	27	28	29	30
XiGFP reactiv	0.0	0.2	0.1	0.0	0.1	0.2	0.0	-0.1	0.0	0.0
GSIS activator	-23	36	-7	-1	4	-39	-5	12	9	6

[31] COc1cc(OC)c(NC(=O)CC(C)=O)cc1Cl
[32] CC(C)[C@H]1CC=CC[C@@H](C)Oc2ccccc2C(=O)N(C)[C@H](C)C(=O)N1 (mixture of isomers)
[33] Cc1c(C(=O)N/N=C/c2ccc(O)c(Br)c2)sc(N)c1C#N
[34] O=C(CCC1CCCC1)Nc1ccc([N+](=O)[O-])cn1
[35] CN1CCN(S(=O)(=O)c2ccc(NC(=S)NC(=O)C3CC3)cc2)CC1
[36] O=C(Nc1c(C(=O)C2CC2)oc2ccccc12)c1ccc(Cl)cc1
[37] CC(=O)N(C)C[C@@H]1Oc2ccc(N)cc2C(=O)N(C)C[C@@H]1C
[38] Cc1cc(C)c(C#N)c(SCc2cn3c(C)cccc3n2)n1
[39] COc1ccc2c3c(n(C)c2c1)[C@@H](CO)N(Cc1cccnc1)CC31CN(Cc2cccnc2)C1
[40] CCNC(=S)N1CCN(c2ccccc2OCC)CC1
Screen / compound no.	31	32	33	34	35	36	37	38	39	40
XiGFP reactiv	0.0	0.4	0.4	0.3	0.2	0.4	0.3	-0.1	0.1	0.3
GSIS activator	-14	-6	0	-2	-12	1	11	8	-6	2

[41] CN1/C(=C\C(=S)NC(=O)c2ccc([N+](=O)[O-])cc2)C(C)(C)c2ccccc21
[42] Clc1ccc(Cn2c(/C=C/c3ccco3)nc3ccccc32)cc1
[43] COc1ccc(CCN2CN(S(=O)(=O)c3ccc(C)cc3)c3nc4ccccc4nc32)cc1OC
[44] CC(/C=N/Nc1ncc(C)c(=O)[nH]1)=C\c1ccccc1
[45] N=c1n(CCc2ccccc2)c2ccccc2n1Cc1ccccc1F
[46] O=C(c1cccc(F)c1)N1CC(=O)N2[C@H](CO)[C@H](c3ccc(-c4ccccc4)cc3)[C@@H]2C1
[47] CC(C)C[C@@H]1COCc2cn(nn2)CC[C@H](Cc2cccc(Cl)c2)C(=O)N1
[48] COc1ccc(NC(=O)CSc2ccc(NC(C)=O)cc2)cc1S(=O)(=O)N1CCCCC1
[49] COCc1nnc(NC(=O)c2cc(OC)c(OC)cc2[N+](=O)[O-])s1
[50] Cc1ccc(C(=O)Nc2cccc([N+](=O)[O-])c2)cc1S(=O)(=O)Nc1ccc(NC(=O)c2ccccc2)cc1
Screen / compound no.	41	42	43	44	45	46	47	48	49	50
XiGFP reactiv	0.0	0.3	0.3	0.1	-0.1	0.6	0.2	0.0	0.1	0.3
GSIS activator	-28	-28	-12	13	3	-20	0	-10	30	-15

[51] CC(C)c1ccc(S(=O)(=O)c2cc3cc(Br)ccc3oc2=O)cc1
[52] S=C(NCc1ccco1)N/N=C/c1ccccc1Cl
[53] C/C(=N\N=C1\NC(=O)C(CC(=O)Nc2ccc(C)c(Cl)c2)S1)C(C)(C)C (configuration not stated)
[54] COc1ccc(OCCOC(=O)c2[nH]c(C)c(C(C)=O)c2C)cc1
[55] Cc1ccc(C(C(=O)NCC2CCCO2)N(Cc2ccccc2)C(=O)c2ccc(-c3ccccc3)[nH]2)o1 (configuration not stated)
[56] Cc1nn(Cc2cccc(Oc3ccccc3)c2)c(C)c1NC(=O)NC12CC3CC(CC(C3)C1)C2
[57] COc1cccc(CN2[C@H](CO)[C@@H](c3ccccc3)C23CN(Cc2ccccc2)C3)c1
[58] CC(C)CCNC(=O)CCCC1=NS(=O)(=O)c2ccccc2N1
[59] COc1ccc(C2c3c(ccc4ccccc34)Oc3ncn4nc(Cc5ccccc5)nc4c32)cc1OC (configuration not stated)
[60] C[n+]1ccn(CC(=O)c2ccc(Br)cc2)c1
Screen / compound no.	51	52	53	54	55	56	57	58	59	60
XiGFP reactiv	-0.2	0.0	0.0	0.0	0.0	0.0	0.2	-0.2	0.1	0.0
GSIS activator	52	22	-24	-15	-20	-19	0	10	5	1

[61] CC(C)[C@H]1C(=O)N[C@H](c2cccc(Cl)c2)CC=CC[C@H](C)Oc2ccccc2C(=O)N1C (mixture of isomers)
[62] O=C(c1ccccc1)N1CCN(CC(O)COC2CCCCC2)CC1 (configuration not stated)
[63] O=C(NCc1ccco1)C(=O)NCC1OCCCN1S(=O)(=O)c1ccc(F)cc1 (configuration not stated)
[64] N#CC(C#N)=NNc1ccc(S(=O)(=O)N2CCCC2)cc1
[65] C[C@H](CO)N1C[C@H](C)[C@@H](CN(C)Cc2ccc(Oc3ccccc3)cc2)Oc2c(NC(=O)CCC(F)(F)F)cccc2C1=O
[66] Cc1nc(NCCc2ccccc2)c(C#N)c(C)c1[N+](=O)[O-]
[67] O=C(O)c1ccc(NC2=C(N3CCOCC3)C(=O)c3ccccc3C2=O)cc1
[68] CNC(=S)N/N=C/c1ccccc1Cl
[69] CNC[C@@H]1Oc2ccc(NC(=O)NC(C)C)cc2C(=O)N(C)C[C@@H]1C
[70] Cc1ccc(C(=O)N[C@H](C(=O)OCC(=O)NC2CCS(=O)(=O)C2)C(C)C)cc1 (some centres not stated)
Screen / compound no.	61	62	63	64	65	66	67	68	69	70
XiGFP reactiv	0.3	0.0	0.0	0.0	0.1	0.2	0.0	0.3	0.3	0.8
GSIS activator	-16	-6	-5	4	-6	-19	8	5	2	-2

[71] Cc1nn(C)c(C(=O)Nc2ccc(Br)cc2F)c1Br
[72] CC(Oc1ccc(Cl)cc1Cl)C(=O)NNC(=O)C(=O)N1CCCCC1 (configuration not stated)
[73] CNC[C@@H]1Oc2ccc(NC(C)=O)cc2CC(=O)N(C)C[C@@H]1C
[74] CNC(=O)C(=O)NCC1OCCCN1S(=O)(=O)c1cccs1 (configuration not stated)
[75] CCc1cc(SC#N)cc(CC)c1NC(=O)CCl
[76] COc1ccccc1/C=C(/C(=O)OCC(=O)Nc1ccc(N(C)C)cc1)c1ccccc1
[77] Fc1ccc2c(c1)C(c1cccnc1)=NNC(c1cccs1)=N2
[78] Cc1ccc(Nc2nc3ccccc3s2)c(C)c1
[79] CCN(C(=O)COC(=O)c1cc(-c2cccc3ccccc23)nc2ccccc12)C1CCS(=O)(=O)C1 (configuration not stated)
[80] CCOc1ccc(/C=C/C(=O)Nc2cccc(C(C)=O)c2)cc1
Screen / compound no.	71	72	73	74	75	76	77	78	79	80
XiGFP reactiv	-0.1	-0.2	0.2	0.0	0.1	0.0	0.0	-0.1	0.3	0.0
GSIS activator	-1	-7	3	24	-23	-2	14	8	11	-12

# Rewritten with two lines to a compound: part of the list above.
# Results follow in this order: XiGFP reactiv, GSIS activator
72: CC(Oc1ccc(Cl)cc1Cl)C(=O)NNC(=O)C(=O)N1CCCCC1 (configuration not stated)
 : -0.2, -7
74: CNC(=O)C(=O)NCC1OCCCN1S(=O)(=O)c1cccs1 (configuration not stated)
 : 0.0, 24
73: CNC[C@@H]1Oc2ccc(NC(C)=O)cc2CC(=O)N(C)C[C@@H]1C
 : 0.2, 3
78: Cc1ccc(Nc2nc3ccccc3s2)c(C)c1
 : -0.1, 8
76: COc1ccccc1/C=C(/C(=O)OCC(=O)Nc1ccc(N(C)C)cc1)c1ccccc1
 : 0.0, -2

# Later entries.
[81] COc1ccc(-n2c(CNc3ccc(C)cc3)nnc2SCc2ccccc2)cc1
[82] O=C(Cc1c2ccccc2nc2ccccc12)c1ccccc1
[83] O=C(NNC(=S)NC(=O)c1cccs1)c1ccc(NC(=O)c2ccccc2)cc1
[84] CCN(CC)S(=O)(=O)c1cccc(C(=O)N/N=C/c2c(C)nn(-c3ccccc3)c2Cl)c1
[85] COc1ccc(/C=N/NC(=O)c2nc(-c3ccccc3)n(-c3ccccc3)n2)c(O)c1
[86] CN(NC1CC(=O)N(c2ccccc2)C1=O)c1ccccc1 (configuration not stated)
[87] CC(C)(C)[S@@](=O)N1Cc2cc(C(=O)N[C@@H]3CCN(Cc4ccccc4)C3)nc(-c3cccc(-c4cncnc4)c3)c2[C@H]1CCO
[88] Fc1ccc(Nc2ncnc3sc4c(c23)CCC4)cc1F
[89] CC(C)NC(=O)N1[C@H](CO)[C@@H](c2ccccc2)C12CN(Cc1cc(F)cc(F)c1)C2
[90] O=C(N/N=C/c1cc2cc3c(cc2nc1Cl)OCCO3)c1ccccc1O
Screen / compound no.	81	82	83	84	85	86	87	88	89	90
XiGFP reactiv	0.2	-0.1	0.0	0.0	-0.2	0.9	-0.1	0.0	0.0	0.1
GSIS activator	-34	-21	-17	-20	-12	-3	-8	6	2	-30

[91] CC(=O)N1CC(C)c2scc(C)[n+]2-c2ccccc21 (configuration not stated)
[92] CC(C)NC(=O)Nc1cccc2c1O[C@@H](CN(C)S(C)(=O)=O)[C@@H](C)CN(C)C2=O
[93] CNC[C@H]1Oc2ccc(NC(=O)NC(C)C)cc2CC(=O)N(C)C[C@@H]1C
[94] O=C(Nc1cc(S(=O)(=O)Nc2ccccc2Cl)ccc1O)c1sc2cc(Cl)ccc2c1Cl
Screen / compound no.	91	92	93	94
XiGFP reactiv	0.0	0.3	0.3	0.1
GSIS activator	14	8	5	35

# Pulled one by one from above (2):
[69] CNC[C@@H]1Oc2ccc(NC(=O)NC(C)C)cc2C(=O)N(C)C[C@@H]1C
[77] Fc1ccc2c(c1)C(c1cccnc1)=NNC(c1cccs1)=N2
Screen / compound no.	69	77
XiGFP reactiv	0.3	0.0
GSIS activator	2	14

# Source: PubChem (Broad Institute)

# An excerpt (hit frequency here may not be typical).
